# MEP2 TOR yeast: modulators of TOR pathway MEP2-GFP in S. cerevisiae | S. cerevisiae MEP2-GFP strain, flow cytometry GFP, 3 h; 100% = DMSO control level | GFP response vs DMSO, % at 10 µM | 0.51% of 330,000 active;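 active means GFP response versus DMSO above a set limit, roughly screen mean plus 3 SD, cut at about 180% in these data; inconclusive means fewer than 70 cells counted for a yeast strain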;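 further: median GFP fluorescence of the barcode-gated MEP2-GFP cells per well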
# CR mimetic SO: yeast age-related superoxide inhibition as caloric restriction mimetic | 0.18% of 330,000 active | AID 2690 | superoxide response (% of plate mean), % at 10 µM | S. cerevisiae aged cells, superoxide DHE fluorescence; active compounds read low;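 active means superoxide response under a set limit, about three screen SD below normal, cut at about 65% in these data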;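 further: yeast aged for seven days with compound at 30 °C before DHE staining; 100% = average MFI of all compound-treated wells on the plate with controls excluded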
# procasp7 counter: counter-screen for procaspase-3 activators: activators of human procaspase-7; P55210; recombinant procaspase-7, Ac-DEVD-pNA absorbance 405 nm; D23A/D198A/D206A triple mutant, cannot self-cleave; scale: DMSO 0, 5 µM enzyme 100; activation, % at 8.5 µM; 0.093% of 330,000 active; AID 463210;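 active means percent activation above the screen-wide mean plus 3 SD, cut at about 25% in these data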
# Target sequence (P55210 whole entry D23A/D198A/D206A): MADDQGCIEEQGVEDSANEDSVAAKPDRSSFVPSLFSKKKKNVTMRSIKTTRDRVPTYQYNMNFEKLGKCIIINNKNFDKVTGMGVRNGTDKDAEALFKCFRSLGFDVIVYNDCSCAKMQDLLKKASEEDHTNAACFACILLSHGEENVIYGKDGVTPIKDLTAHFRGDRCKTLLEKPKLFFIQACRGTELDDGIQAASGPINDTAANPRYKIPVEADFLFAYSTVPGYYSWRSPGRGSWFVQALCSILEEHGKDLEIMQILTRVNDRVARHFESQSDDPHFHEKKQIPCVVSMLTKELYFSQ
#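 System: Uncleavable procaspase-7 mutant enzyme; Amount: 2 µM procaspase-7 mutant as dispensed; Schedule: 1 h compound preincubation, 2 h substrate cleavage, 25 °C; Measured by: 405 nm absorbance of p-nitroaniline; Evaluation: percent activation from buffer-corrected 0–120 min absorbance change; Control set: low DMSO alone, high DMSO plus 5 µM PC-7.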
# GASC-1 inh: blocks human GASC-1 demethylase activity; Q9H3R0; GST-JMJD2C(1-420) H3K9me3 demethylation, DELFIA europium; inhibition, % at 2.35 µM; 0.069% of 330,000 active; AID 2099;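 active means more than half of a compound's replicate wells show inhibition beyond 50%, single wells judged on their own value; inconclusive means some, but no more than half, of replicates pass 50% inhibition; inactive means no replicate passes 50% inhibition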;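 further: signal counts dimethyl H3K9 product captured on neutravidin plate; 0% = median of DMSO wells and 100% = 0.3 times that DMSO median; strong numbers were not always called active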
# Target sequence (Q9H3R0 1-420 limits assumed): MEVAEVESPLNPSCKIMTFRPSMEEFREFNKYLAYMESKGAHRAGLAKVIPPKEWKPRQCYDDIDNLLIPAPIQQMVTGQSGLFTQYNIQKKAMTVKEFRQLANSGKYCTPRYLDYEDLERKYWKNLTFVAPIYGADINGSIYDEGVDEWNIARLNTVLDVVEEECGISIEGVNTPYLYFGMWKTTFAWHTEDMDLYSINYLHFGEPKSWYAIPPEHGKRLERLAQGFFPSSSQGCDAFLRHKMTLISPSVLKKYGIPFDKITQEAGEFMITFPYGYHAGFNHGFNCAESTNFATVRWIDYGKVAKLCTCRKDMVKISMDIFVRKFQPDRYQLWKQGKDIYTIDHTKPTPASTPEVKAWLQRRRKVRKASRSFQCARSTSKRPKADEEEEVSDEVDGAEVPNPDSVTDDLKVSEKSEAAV
# RPL19A-GFP yeast: alters RPL19A-GFP fluorescence in TOR pathway yeast screen. S. cerevisiae RPL19A-GFP strain, flow cytometry, 3 h; active compounds read low. percent response vs DMSO, % at 10 µM. 0.3% of 330,000 active;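 active means percent response vs DMSO below 50%; inconclusive means fewer than 70 events counted for the yeast strain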;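 further: median channel GFP fluorescence of the barcoded RPL19A-GFP strain; ratio of sample median GFP to plate DMSO average so 100% = DMSO; lower means less RPL19A-GFP as with rapamycin TOR inhibition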
# LAP4 TOR yeast: yeast TOR pathway LAP4-GFP modulation; S. cerevisiae LAP4-GFP multiplex, flow cytometry GFP, 3 h; median GFP as percent of DMSO wells; AID 2023; 0.34% of 320,000 active; GFP response vs DMSO, % at 10 µM;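 active means GFP response vs DMSO above a set limit, about the screen mean plus 3 SD, cut at about 150% in these data; inconclusive means under 70 cell events counted for the yeast strain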
# AHR activator: activates the human aryl hydrocarbon receptor | AID 2796 | activation, % at 5 µM | P35869 | 2.5% of 320,000 active | AHR-responsive luciferase reporter cells, luminescence; in the data active means activation above about 47%;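 further: 0% = vehicle wells and 100% = reference agonist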
# procasp3 activ: procaspase-3 (human) activation | AID 463141 | recombinant procaspase-3 D3A, Ac-DEVD-pNA absorbance 405 nm | activation, % at 8.5 µM | 0.11% of 330,000 active;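 active means activation above the mean of all tested compounds plus 3 SD, cut at about 21% in these data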;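 further: 0% = DMSO alone and 100% = DMSO wells spiked with extra 5 µM PC-3 D3A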
# Target sequence (P42574 whole entry D9A/D28A/D175A): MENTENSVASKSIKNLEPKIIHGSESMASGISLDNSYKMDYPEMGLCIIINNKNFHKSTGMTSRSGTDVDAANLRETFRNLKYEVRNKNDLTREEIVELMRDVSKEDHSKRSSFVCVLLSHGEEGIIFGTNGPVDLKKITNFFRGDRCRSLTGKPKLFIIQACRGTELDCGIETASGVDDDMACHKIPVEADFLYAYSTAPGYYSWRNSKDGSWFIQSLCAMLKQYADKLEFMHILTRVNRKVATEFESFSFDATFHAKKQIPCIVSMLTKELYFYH
#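 Compound: 8.5 µM single point, 0.8% DMSO / Material: Autoprocessing-dead procaspase-3 D3A mutant enzyme / Timing: 1 h preincubation plus 2 h reaction at 25 °C / Medium: Zinc-free HEPES/NaCl buffer with 0.01% Triton X-100 at pH 7.4 / Technique: 405 nm absorbance of p-nitroaniline, reads at 0 and 120 min / Repeats: one well per compound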
# The depositor's hits bear a star; ? = inconclusive; . = not tested or not shown; & = joins results of further samples; [ ] = another dose, or the depositor's remark. Compounds as they come; overall some 3.8% were active at least once.
1. CC(C(=O)N1CCC(C(N)=O)CC1)N(c1ccc(Oc2ccccc2)cc1)S(C)(=O)=O (stereo unspecified)
2. S=C(Nc1ccc(Oc2ccc(NC(=S)NC3CCCCC3)cc2)cc1)NC1CCCCC1
3. O=S(=O)(NCc1ccc(F)cc1)c1ccc2c(c1)OCCO2
4. O=S(=O)(Nc1nc2ccccc2nc1NCCN1CCOCC1)c1cccc(Cl)c1
5. CC(N=C1NC(C)(C)Cc2ccccc21)C(=O)O (stereo unspecified)
6. CN(CC(=O)Nc1ccc(F)c(F)c1)S(=O)(=O)c1cccc2nsnc12
7. O=C(NCc1ccccc1)c1ccc(Cl)cc1[N+](=O)[O-]
8. Cc1ccc(OCC(=O)NCc2ccccn2)c(Br)c1

Compound	1	2	3	4	5	6	7	8
GASC-1 inh	12	1	2	1	1	?	16	-3
procasp7 counter	3	0	-16	3	7	2	4	-3
CR mimetic SO	101	113	98	97	110	89	101	99
LAP4 TOR yeast	91	85	100	103	93	98	93	109
RPL19A-GFP yeast	96	100	100	95	105	94	94	95
MEP2 TOR yeast	96	96	98	99	99	101	96	108
procasp3 activ	7	-3	-5	-6	5	0	0	-5
AHR activator	2	2	2	0	1	3	1	25

# The last 4 records of the part before come first, to join the parts:
5. CC(N=C1NC(C)(C)Cc2ccccc21)C(=O)O (stereo unspecified)
6. CN(CC(=O)Nc1ccc(F)c(F)c1)S(=O)(=O)c1cccc2nsnc12
7. O=C(NCc1ccccc1)c1ccc(Cl)cc1[N+](=O)[O-]
8. Cc1ccc(OCC(=O)NCc2ccccn2)c(Br)c1
9. COC(=O)CCC(=O)Nc1ccc(N=Nc2ccccc2)cc1
10. Cc1ccc(N2C(=O)CC(N3CCN(C4CCc5ccccc5C4)CC3)C2=O)cc1 (stereo unspecified)
11. CN(CCCNS(=O)(=O)c1cccc2cccnc12)Cc1ccccc1
12. CN(C)S(=O)(=O)N1CCN(S(=O)(=O)c2ccc3ccccc3c2)CC1
13. COC(=O)c1sccc1NC(=O)Nc1ccc(OC)cc1
14. Cc1cc(C)cc(C(=O)N(C)C2CCCN(Cc3ccccc3F)C2)c1 (stereo unspecified)
15. S=C(NCCCN1CCOCC1)N1CCOCC1
16. COc1cc(-c2ccc3oc(-c4ccsc4)cc3c2)cc(OC)c1OC

Compound	5	6	7	8	9	10	11	12	13	14	15	16
GASC-1 inh	1	?	16	-3	-22	0	-2	30	2	-2	-13	48
procasp7 counter	7	2	4	-3	-2	10	7	6	.	-9	8	-12
CR mimetic SO	110	89	101	99	103	96	90	91	118	105	95	105
LAP4 TOR yeast	93	98	93	109	140	107	99	108	89	92	106	103
RPL19A-GFP yeast	105	94	94	95	93	106	100	100	114	101	97	98
MEP2 TOR yeast	99	101	96	108	97	111	102	103	109	104	95	88
procasp3 activ	5	0	0	-5	-9	-25	1	5	.	3	-7	5
AHR activator	1	3	1	25	0	4	-1	-4	.	-1	0	23

# Quoted at random: 2 entries already listed, in no set order.
9. COC(=O)CCC(=O)Nc1ccc(N=Nc2ccccc2)cc1
16. COc1cc(-c2ccc3oc(-c4ccsc4)cc3c2)cc(OC)c1OC

Compound	9	16
GASC-1 inh	-22	48
procasp7 counter	-2	-12
CR mimetic SO	103	105
LAP4 TOR yeast	140	103
RPL19A-GFP yeast	93	98
MEP2 TOR yeast	97	88
procasp3 activ	-9	5
AHR activator	0	23

# The list continues:
17. CC(NS(C)(=O)=O)C(c1cccs1)N1CCN(c2ccc(F)cc2)CC1 (stereo unspecified)
18. CN(Cc1ccccc1)C(=O)COC(=O)c1cc(=O)c2ccccc2o1
19. CN1CCN(C(=S)NC(CC(=O)c2ccccc2)c2ccccc2)CC1 (stereo unspecified)
20. CCOc1ccc(NC(=O)C(=S)NC2CCCCC2)cc1
21. CCOC(=O)Cc1csc(NC(=S)NC(=O)c2ccc(F)cc2)n1
22. CSc1ccc(N2C(=O)NC3(CCCCC3)C2=O)cc1
23. CC(C)(C)N=Cc1c(O)ccc2oc3c(c12)CCCC3
24. COc1cc(NC(=O)CSc2nc(C3CC3)nc3ccccc23)cc(OC)c1

Compound	17	18	19	20	21	22	23	24
GASC-1 inh	2	-4	1	-6	5	0	-3	-5
procasp7 counter	0	6	0	6	4	-3	-1	0
CR mimetic SO	105	82	87	106	103	101	83	100
LAP4 TOR yeast	101	96	101	107	82	108	80	98
RPL19A-GFP yeast	96	103	92	99	88	101	108	107
MEP2 TOR yeast	99	109	90	107	87	100	99	107
procasp3 activ	8	1	6	7	4	-1	-2	0
AHR activator	4	2	-2	9	-19	14	1	4

25. CCN(CC)c1nc2n(c(=S)n1)CCS2
26. COc1ccc(N2CCN(C(=O)C3CCN(C(=O)c4cccc(Cl)c4)CC3)CC2)cc1
27. CC1COc2ccccc2N1S(=O)(=O)c1cc(Cl)ccc1Cl (stereo unspecified)
28. COc1cccc(S(=O)(=O)NCc2ccc(C(=O)Nc3cccc(Cl)c3)cc2)c1
29. O=C(c1cn(Cc2ccccc2)nc1-c1ccccc1)N1CCN(c2ccccn2)CC1
30. Clc1ccc(SCCCCN2CCNCC2)cc1
31. CCOC(=O)c1c(C)[nH]c(C)c1C(=O)COC(=O)c1ccc(Cl)c(S(=O)(=O)NCc2ccccc2)c1
32. COc1ccc(OC)c(-c2csc(NC(=O)CSCc3c(C)noc3C)n2)c1

Compound	25	26	27	28	29	30	31	32
GASC-1 inh	12	7	-1	6	2	2	24	6
procasp7 counter	8	3	4	2	4	-1	-6	11
CR mimetic SO	101	97	80	72	97	96	104	100
LAP4 TOR yeast	96	99	103	100	88	95	95	108
RPL19A-GFP yeast	96	102	104	99	91	97	99	104
MEP2 TOR yeast	96	103	102	103	97	105	100	105
procasp3 activ	1	11	6	4	-3	3	-10	4
AHR activator	-1	-1	14	11	0	1	6	-4

33. CCC(=O)N(Cc1cc(=O)[nH]c2ccccc12)c1ccccc1OC
34. Cc1ccc(CSCC(=O)NCc2ccco2)cc1
35. COc1ccccc1NC(=O)CCc1nc2sc3c(c2c(=O)[nH]1)CCCC3
36. CC(=O)Nc1ccc(NC(=O)CSc2nnc(NC(=O)c3ccco3)s2)cc1
37. CN(CC1COc2ccccc2O1)C(=O)c1ccc(Cl)c(S(=O)(=O)N2CCCCCC2)c1 (stereo unspecified)
38. Cc1nc(-c2ccc(S(=O)(=O)N3CCCN(CCc4ccccc4)CC3)s2)cs1
39. COc1ccc(C(=O)Nc2cnn(Cc3ccc(Cl)cc3)c2)cc1OC
40. CN1CCN(c2ccccc2NC(=O)COc2ccc(C3CCCCC3)cc2)CC1

Compound	33	34	35	36	37	38	39	40
GASC-1 inh	1	12	?	-3	.	-5	-5	2
procasp7 counter	2	-2	-9	6	1	3	3	6
CR mimetic SO	114	115	106	107	105	96	94	110
LAP4 TOR yeast	95	103	101	96	94	102	102	83
RPL19A-GFP yeast	101	104	93	93	95	100	107	97
MEP2 TOR yeast	99	104	96	96	96	99	109	96
procasp3 activ	4	-1	-6	-4	0	0	3	12
AHR activator	10	-1	10	-1	-2	0	8	1

41. Cc1cc(C)nc(NS(=O)(=O)c2ccc(-n3cccc3)cc2)n1
42. CCOc1ccc(C(=O)NC2CCN(C(=S)Nc3ccccc3C)CC2)cc1
43. CCOc1ccc(NC(=O)CN(C)C(=O)c2cc(-c3cccs3)nn2-c2ccccc2)cc1OCC
44. CC(=O)Nc1sc(NC(=O)c2ccco2)nc1-c1cccs1
45. CC1Cc2ccccc2N1C(=O)Cn1c(=O)oc2cc(S(=O)(=O)NC3CCCC3)ccc21 (stereo unspecified)
46. COc1ccc(N2C(=O)CC(NCc3cccc(F)c3)C2=O)cc1 (stereo unspecified)
47. COc1ccc(-c2c(C)nn3c(C)cc(C)nc23)cc1
48. N#Cc1c(N)nc(SCC(=O)NCc2ccc3c(c2)OCO3)c(C#N)c1-c1cccs1

Compound	41	42	43	44	45	46	47	48
GASC-1 inh	-11	-8	-3	-3	7	4	-11	-3&-4
procasp7 counter	8	-2	6	17	3	-28	4	-20
CR mimetic SO	113	102	103	85	94	91	100	88
LAP4 TOR yeast	100	93	101	103	100	109	94	91
RPL19A-GFP yeast	100	91	94	112	102	97	103	96
MEP2 TOR yeast	102	92	99	116	105	101	102	97
procasp3 activ	12	-5	1	6	0	-21	7	-1
AHR activator	0	3	1	4	3	-2	10	-1

49. CN(O)C(=O)Nc1ccc([N+](=O)[O-])cc1
50. COc1ccc(N2CCN(C3CCCN(C(=O)c4ccoc4)C3)CC2)cc1 (stereo unspecified)
51. Nc1nc(N)c2c(ccc3nccc32)[nH]1
52. CN1CCN(c2ccc(Cl)cc2NC(=O)CCN2C(=O)c3ccccc3C2=O)CC1
53. O=C(O)c1cnc(-c2ccccc2)nc1Sc1cccc(Cl)c1
54. Cc1ccc(C(C(=O)NC(C)(C)C)N(Cc2ccccc2)C(=O)c2snc(C(N)=O)c2N)o1 (stereo unspecified)
55. CCCCc1nc2n[nH]c(N)c2c2c1CCC2
56. CCc1ccc(N2CC(O)(c3cccs3)[N+]3=C2SCCC3)cc1 (stereo unspecified)

Compound	49	50	51	52	53	54	55	56
GASC-1 inh	-16	12	-2	19	-5	-5	1	.
procasp7 counter	8	11	0	-1	9	3	-5	-5
CR mimetic SO	98	106	105	87	98	94	110	99
LAP4 TOR yeast	98	104	95	105	113	90	99	107
RPL19A-GFP yeast	95	101	106	102	102	103	98	99
MEP2 TOR yeast	95	97	112	108	105	103	102	109
procasp3 activ	4	3	7	5	2	0	1	9
AHR activator	1	0	5	2	1	-1	5	0

57. NNC(=O)C(Cc1c[nH]c2ccccc12)NC(=O)c1ccccc1 (stereo unspecified)
58. Cc1ccc(NC(=O)CCCNC(=O)c2ccc(Cl)cc2)c(O)c1
59. COc1ccc(Cl)cc1NS(=O)(=O)c1ccc(OC)c(OC)c1
60. Nc1nc(CN2CCCCCC2)nc(Nc2ccccc2)n1
61. COc1ccccc1CC(=O)Nc1ccc(NC(=O)c2cccs2)cc1
62. COc1cccc(OC)c1C(=O)NNS(=O)(=O)c1ccc2ccccc2c1

Compound	57	58	59	60	61	62
GASC-1 inh	-7	?	-8	3	4	4
procasp7 counter	1	-1	0	-5	14	.
CR mimetic SO	105	97	100	95	89	108
LAP4 TOR yeast	111	106	101[may fluoresce violet]	100	68	71
RPL19A-GFP yeast	104	105	19*[may fluoresce violet]	95	106	117
MEP2 TOR yeast	107	103	209*[may fluoresce violet]	95	94	104
procasp3 activ	1	-9	6	-7	2	.
AHR activator	16	60*	3	8	2	.

# Quoted from the listing.
# AHR activator, COc1ccc(Cl)cc1NS(=O)(=O)c1ccc(OC)c(OC)c1 reads 3
# AHR activator, NNC(=O)C(Cc1c[nH]c2ccccc12)NC(=O)c1ccccc1 (stereo unspecified) reads 16
# MEP2 TOR yeast, Cc1ccc(NC(=O)CCCNC(=O)c2ccc(Cl)cc2)c(O)c1 reads 103
# RPL19A-GFP yeast, COc1ccccc1CC(=O)Nc1ccc(NC(=O)c2cccs2)cc1 reads 106

# Screening data from PubChem BioAssay.
